STEP inh = inhibitors of human striatal-enriched phosphatase STEP; P54829; recombinant STEP, OMFP fluorogenic substrate, fluorescence; inhibition, % at 20 µM; 360,000 compounds, 0.25% hits;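 active = inhibition at 20 µM, scaled per plate between control wells, above about 37%, limit read from the data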;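 note: 0% = DMSO with enzyme and substrate and 100% = substrate only without enzyme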
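System: STEP phosphatase, cell-free reaction; Buffer or medium: Bis-Tris pH 6.0 buffer with DTT, detergent; Incubation: 20 min at room temperature, dark; Measured by: fluorescence, 480/540 nm.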
NRP1-CendR mod = NRP-1/CendR interaction modulation; O14786; 360,000 compounds, 0.85% hits; inhibition, % at 25 µM; FAM-RPARPAR peptide binding to NRP-1, fluorescence polarization; AID 602438;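 active = inhibition or corrected inhibition above about 18%, plus a signal ratio from 0.5 to 1.5, limit read from the data, passing the limit was not always enough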; note: strong numbers were not always called active
NadD block = NadD (S. aureus) enzyme inhibition. purified NadD enzyme, colorimetric absorbance read-out. inhibition, % at 20 µM. 360,000 compounds, 0.78% hits. AID 602399; in the data active = inhibition above about 26%; note: some compounds past the cut are filed as inactive
SKN-1 inh = inhibitors of C. elegans SKN-1; C. elegans VP596 Pgst-4::GFP/RFP ratio, acrylamide-induced, 24 h; inhibition, % at 21.8 µM; 360,000 compounds, 0.49% hits;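 active = interference check ratio from 0.5 to 1.5 plus GFP to RFP signal ratio inhibition reaching or exceeding a fixed threshold, cut at about 30% in these data, passing the limit was not always enough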; note: some compounds called inactive have numbers as strong as hits
SUMO1 PPI mod = modulators of human SUMO1-mediated protein-protein interactions | inhibition, % at 20 µM | 360,000 compounds, 0.33% hits | P63165 | AID 602429 | SUMO1 binding to a labelled peptide, TR-FRET, 1 h; in the data active = inhibition above about 37%
Target sequence (P63165 whole entry, looked up): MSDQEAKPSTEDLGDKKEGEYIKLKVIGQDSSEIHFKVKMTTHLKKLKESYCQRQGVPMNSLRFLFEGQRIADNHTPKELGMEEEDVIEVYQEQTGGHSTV
LMPTP block = blocks human LMPTP phosphatase; recombinant LMPTP-A, OMFP fluorogenic substrate, fluorescence intensity; 360,000 compounds, 0.22% hits; P24666; inhibition, % at 20 µM; AID 651560;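 active = compounds that cut the enzyme signal by at least half of the control window in the single-dose screen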;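 note: plate controls were DMSO wells with enzyme plus substrate for no effect and substrate without enzyme for full effect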
Target sequence (P24666 whole entry, looked up): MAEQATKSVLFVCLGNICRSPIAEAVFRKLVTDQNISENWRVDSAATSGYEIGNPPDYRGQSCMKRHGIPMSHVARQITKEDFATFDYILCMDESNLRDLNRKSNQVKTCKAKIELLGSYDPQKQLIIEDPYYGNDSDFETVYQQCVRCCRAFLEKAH
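Assay system: LMPTP-A, protein tyrosine phosphatase of low molecular weight / Medium: pH 6.0 Bis-Tris buffer with DTT and Triton X-100 / Schedule: 50 min enzyme reaction at room temperature, protected from light / Measured by: endpoint fluorescence intensity from OMFP dephosphorylation / Read-out basis: % inhibition relative to no-enzyme and uninhibited control wells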
Scp1 inh = blocks human Scp-1 phosphatase activity; Q9GZU7; Recombinant Scp1, phosphopeptide, malachite green phosphate absorbance; inhibition, % at 20 µM; 340,000 compounds, 0.88% hits; AID 493091;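 active = inhibition above about 50% at 20 µM, limit read from the data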;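 note: plate controls were DMSO wells with enzyme for no effect and wells lacking enzyme for full effect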
Target sequence (Q9GZU7 76-261 limits assumed): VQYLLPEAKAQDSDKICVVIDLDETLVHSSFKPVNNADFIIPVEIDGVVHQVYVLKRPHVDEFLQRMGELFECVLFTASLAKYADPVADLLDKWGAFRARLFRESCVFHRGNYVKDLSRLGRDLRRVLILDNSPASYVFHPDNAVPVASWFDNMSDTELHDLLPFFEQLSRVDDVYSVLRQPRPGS
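Test system: SCP-1 phosphatase catalytic domain, residues 76-261 | Compound dosing: One concentration, 20 µM, with 1.0% DMSO | Schedule: 45 min room-temperature reaction, 5 min colour, 30 min stabiliser | Detection: Absorbance at 630 nm | Read-out basis: % inhibition of SCP-1 phosphate liberation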
MT1-MMP act inh = MT1-MMP (human) activation inhibition | P50281 | HT1080 RFP-PRO-GFP cells, GFP/RFP ratio fluorescence, overnight; percent of plate control window, DMSO zero | GFP/RFP ratio change, % at 20 µM | 360,000 compounds, 0.061% hits;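 active = GFP/RFP ratio change of at least 30% with cell ATP level not reduced by more than half and red fluorescence within 50% of control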; note: strong numbers were not always called active
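Assay system: HT1080 cells carrying an RFP-PRO-GFP reporter | Dosing: Single dose of 20 µM compound, 1% DMSO final | Incubation: Cells overnight before dosing, compound overnight, 37 °C, 5% CO2 | Evaluation: GFP/RFP fluorescence ratio | Control set: DMSO and RFP-L50D-GFP cell wells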
Rpn11 block = blocks the human proteasome subunit Rpn11; human 26S proteasome, Ub4-pepOG fluorescence polarization; 20S core pre-blocked with epoxomicin; calls only at 20 µM; 360,000 compounds, 0.59% hits; AID 588493;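 active = inhibition at 20 µM, scaled to each plate's controls, above about 33%, limit read from the data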
Target sequence (O00487 whole entry, looked up): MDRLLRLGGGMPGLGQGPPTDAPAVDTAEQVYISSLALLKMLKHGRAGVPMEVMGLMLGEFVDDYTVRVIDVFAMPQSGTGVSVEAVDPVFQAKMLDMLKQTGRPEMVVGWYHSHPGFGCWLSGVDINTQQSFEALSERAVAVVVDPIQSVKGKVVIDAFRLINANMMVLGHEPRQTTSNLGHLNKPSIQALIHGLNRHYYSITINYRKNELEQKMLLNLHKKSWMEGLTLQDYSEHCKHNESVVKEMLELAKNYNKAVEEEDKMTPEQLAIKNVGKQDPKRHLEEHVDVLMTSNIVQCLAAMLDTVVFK
DNMT1 block = blocks human DNA methyltransferase DNMT1. DNMT1 molecular beacon, Hinp1I cleavage, fluorescence. AID 588458. P26358. inhibition (reported as % activation of signal), % at 10 µM. 360,000 compounds, 0.83% hits; in the data active = inhibition above about 50%
The depositor's hits bear a star; i = inactive; . = no result given. Outcome played no part in choosing rows; about 3.9% have a hit in one of these screens.

Compound	STEP inh	NRP1-CendR mod	NadD block	SKN-1 inh	SUMO1 PPI mod	LMPTP block	Scp1 inh	MT1-MMP act inh	Rpn11 block	DNMT1 block
COc1ccc(N=Cc2c(O)c3ccccc3n2C(C)=O)cc1	0	-16	-9	-2	-45	-1.0	-3	-84	.	-2
CCCCCCCCNS(=O)(=O)CCNCc1ccccc1	5	2	-9	-11	0	-6.3	1	3	i	-1
CCN(CC)C(=O)CN(c1cc(Cl)ccc1OC)S(=O)(=O)c1ccc(C)c([N+](=O)[O-])c1	-2	16	-4	5	-9	-0.2	-2	-4	i	3
CCN(CC)c1ccc(/C=C(/C#N)c2nc3ccc(C)cc3[nH]2)c(OC(C)C)c1	-48	126	15	18	-80	16	3	-424	.	53*
CC[C@@H](C)[C@@H]1CN([C@@H](C)CN2CCC[C@H]2CN2C(N)=NC[C@H]2CC(C)C)C(=N)N1CCc1ccc(Cl)c(Cl)c1	1	4	-3	-13	-44	3.3	3	-1	i	4
N#Cc1ccccc1S(=O)(=O)N1CCN(Cc2c(O)ccc3ccccc23)CC1	-1	-3	0	2	-3	2.7	-2	-2	i	-8
COc1ccc(OC)c(NC(=O)Nc2nc(C(C)N)cs2)c1 (stereo not drawn)	-1	3	-3	3	0	-0.4	.	4	i	-6
O=C1CC(c2ccccc2)CC(O)=C1C=Nc1ccc(Cl)cc1 (stereo not drawn)	2	-7	-3	11	-5	-0.2	-1	3	i	0
Cc1ccc(S(=O)(=O)NC(=O)C2(C)CCN2C(=O)CCc2ccc(Cl)cc2Cl)cc1 (stereo not drawn)	0	-6	4	6	7	-0.4	.	-1	i	1
COc1ccc(/C=N/Nc2cc(C)nc(N3CCOCC3)n2)c(OC)c1	-2	5	-3	5	-4	3.5	-4	4	i	-4
Cc1cccc(C)c1NC(=O)Cn1c(=O)n(CCCC(=O)NCc2ccco2)c(=O)c2sccc21	3	-4	-3	-5	4	-1.7	-3	2	i	1
Cc1nn(Cc2cccc(C(=O)NCC(C)C)c2)c(C)c1Br	2	-1	1	0	0	0.0	-4	-1	i	1
COc1ccc2[nH]c3c(Cl)ncnc3c2c1	0	0	-1	-8	-7	-1.3	2	-1	i	16
CCSC1=C(C#N)C(c2ccc(OC)c(OC)c2)CC(=O)N1 (stereo not drawn)	-1	13	0	0	-1	1.7	-6	1	i	0
Fc1ccc(C2CCCN2Cc2nc(Cc3ccccc3F)no2)cc1 (stereo not drawn)	-2	-11	-2	8	0	-2.6	-9	3	i	1
O=CN1CCN(C(=S)NC(=O)c2ccc(Cl)cc2)CC1	1	4	5	-4	3	-2.5	-1	-10	i	2
COc1cc(Br)cc2cc(C(=O)NCC3CCCO3)c(=O)oc12 (stereo not drawn)	-3	6	4	-1	-19	-1.1	-11	6	i	8
COC(=O)CCCNC(=O)OCc1ccc([N+](=O)[O-])cc1	4	-2	-9	15	-12	-0.4	-10	2	i	1
CCOc1ccc(S(=O)(=O)N(CC)CC)cc1NC(=O)c1ccc(N2CCCC2=O)cc1	-2	8	-8	-5	2	-0.8	-9	-2	i	0
COC(=O)c1ccc(C2C(C(=O)c3cc4ccccc4o3)=C(O)C(=O)N2CCCN(C)C)cc1 (stereo not drawn)	5	1	-3	18	-15	-3.4	-10	0	i	1

Single records, from the list above. Order of values: STEP inh	NRP1-CendR mod	NadD block	SKN-1 inh	SUMO1 PPI mod	LMPTP block	Scp1 inh	MT1-MMP act inh	Rpn11 block	DNMT1 block
CCOc1ccc(S(=O)(=O)N(CC)CC)cc1NC(=O)c1ccc(N2CCCC2=O)cc1 is entered as -2	8	-8	-5	2	-0.8	-9	-2	i	0
CCN(CC)c1ccc(/C=C(/C#N)c2nc3ccc(C)cc3[nH]2)c(OC(C)C)c1 is entered as -48	126	15	18	-80	16	3	-424	.	53*
CCCCCCCCNS(=O)(=O)CCNCc1ccccc1 is entered as 5	2	-9	-11	0	-6.3	1	3	i	-1

Continuation:
Compound	STEP inh	NRP1-CendR mod	NadD block	SKN-1 inh	SUMO1 PPI mod	LMPTP block	Scp1 inh	MT1-MMP act inh	Rpn11 block	DNMT1 block
CCC1CCC(NC(=O)Nc2cccc(OC)c2)CC1 (stereo not drawn)	1	-1	-5	4	2	-0.1	-7	-1	i	0
Cc1ccc(C(=O)C(OC(=O)CNC(=O)c2ccc(Cl)cc2)c2ccccc2)cc1 (stereo not drawn)	2	4	0	-8	1	4.8	-8	-2	i	-12
O=C(O)Cc1ccc(C(=O)c2ccccc2F)s1	-4	-6	9	-3	-11	-0.1	-3	-1	i	-3
CCOC(=O)c1csc(NC(C)=O)n1	1	3	1	-4	1	0.1	-3	1	i	0
COC(=O)[C@]12CCCCC=C1N(Cc1ccco1)C(=O)[C@H](CC(=O)NCc1ccc(OC)c(OC)c1)C2	.	10	3	-13	-3	-0.7	.	5	.	.
FC(F)(F)c1cc(CCN2CCNC[C@@H]2Cc2ccccc2)cc(C(F)(F)F)c1	-3	-6	-6	4	-50	-3.1	8	-1	i	-4
CCC(CO)NCc1ccc(OCC(O)c2ccccc2)c(OC)c1 (stereo not drawn)	-1	-11	-5	-2	1	-0.4	-5	-3	i	0
Cn1c(Cc2ccccc2)nnc1SCC(=O)NC1CCCCC1	-2	13	-8	-5	-2	-1.1	-13	7	i	-1
Cn1c(=O)c2c(ncn2CC(=O)OCC(=O)Nc2ccccc2Cl)n(C)c1=O	-4	0	-7	19	-2	-2.1	-8	-2	i	12
Cc1ccc(-c2noc(CN(C)C(=O)c3ccoc3C)n2)cc1	0	0	-2	-21	6	-0.4	1	0	i	-1
CCCCC(=O)NC(c1ccccc1)c1ccc2cccnc2c1O (stereo not drawn)	2	-4	3	5	-14	-0.6	-2	7	i	-1
CCc1nnc(SCC(=O)NC2CC2)n1CC	0	2	-1	4	3	-1.4	5	2	i	2
CCc1nnc(NC(=O)CSc2nnc(CNC(=O)c3cc(OC)c(OC)c(OC)c3)o2)s1	-2	-15	-5	3	5	-2.4	-1	2	i	-4
CCCCNC(=S)Nc1ccc([N+](=O)[O-])cc1	-1	1	0	-1	-13	-0.8	-5	-6	i	-3
COc1ccc(S(=O)(=O)NCc2cccnc2)cc1OC	0	4	2	-10	1	-1.1	-5	2	i	56*
Cc1ccsc1/C=C1\Oc2cc(OCC(=O)c3ccccc3)ccc2C1=O	1	-19	0	3	1	4.6	-16	-5	i	25
NC(Cc1ccc(F)cc1)c1csc(NC(=O)NC(c2ccccc2)c2ccccc2)n1 (stereo not drawn)	7	-2	21	7	-116	2.8	.	-17	i	-25
Cc1cccn2c(CNC3CCCc4ccccc43)c(C(=O)N3CCCCC3)nc12 (stereo not drawn)	-1	1	-6	6	0	0.2	8	-2	i	-1
COc1ccc(NC(=O)CSCC(=O)Nc2ccc(S(=O)(=O)N3CCOCC3)cc2)cc1	0	-1	-2	-4	1	-5.9	1	-1	i	-5
Cn1cc(CN2CCCC(CO)(Cc3ccccc3)C2)c2ccccc21 (stereo not drawn)	1	5	-9	7	0	-1.0	-8	1	i	-2
O=C1NC(c2ccc(Br)cc2)Oc2ccccc21 (stereo not drawn)	0	-10	-3	1	9	-1.1	14	-1	i	-11
Cc1cc(C)c(-c2c(O)c3c(n(C)c2=O)CC(C)(C)CC3=O)c(C)c1	2	1	-1	2	12	-0.5	-4	0	i	2
O=c1c2[nH]c3ccccc3c2ncn1Cc1cccnc1	-4	2	-4	10	1	-0.9	-8	-1	i	1
CCn1c(SCC(=O)NCc2ccc3c(c2)OCO3)nnc1-c1cccs1	-2	-1	-7	-13	2	0.5	-1	4	i	0
Cc1nc2ccc(NC(=O)NCCCO)cc2s1	4	10	5	9	1	-2.9	-2	0	i	2
Cn1c(=O)[nH]c(=O)c2c1nc(Br)n2CCSc1nc2ccccc2o1	-4	-2	-4	10	0	-0.1	-1	5	i	2
S=C(Nc1ccccc1)Nc1ccc(Cl)cn1	-1	3	-5	-5	1	-1.2	-7	-2	i	1
COc1ccc(S(=O)(=O)N(CCc2ccccc2)CC(=O)NC(C)C)cc1	1	5	-1	13	-4	-0.5	27	-3	i	2
CCC(C)c1ccc(NC(=S)NCCn2cc(Br)cn2)cc1 (stereo not drawn)	0	-2	2	10	1	2.6	-3	1	i	17
COC(=O)CNc1nc(Cl)nc(N2CCC(C)CC2)n1	0	5	-4	7	0	-0.7	-2	-2	i	1
CC(C)(C)C(=O)NC(=S)Nc1ccc(Cc2ccncc2)cc1	3	0	4	-15	6	0.2	-5	-1	i	3
COC(=O)CNC(=O)C1CCCN1C(=O)CNC(=O)OCc1ccccc1 (stereo not drawn)	-1	-6	-6	9	-2	-1.7	-6	0	i	2
Cc1ccc(SCC(=O)NNC(=O)CNC(=O)c2ccc(Br)cc2)cc1	1	6	-3	21	1	-0.7	7	0	i	5
COc1ccc(NC(=O)CN2CCN(Cc3ccc4c(c3)OCO4)CC2)cc1OC	1	15	6	37*	-4	-3.4	-7	-2	i	5

Assay outcomes: PubChem BioAssay, Sanford-Burnham Center for Chemical Genomics
